# Screening results: PubChem, several laboratories
# DAGLB inh: blocks human DAGLB lipase activity; inhibition, % at 5.17 µM; HEK293T DAGLB membrane lysate, EnzChek fluorogenic substrate; AID 504411; 340,000 compounds, 0.059% hits; Q8NCG7; in the data active = inhibition above about 34%;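 note: 0% = enzyme with vehicle and 100% = wells lacking enzyme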
# CAL PDZ FP-1: blocks peptide binding to human CAL PDZ domain; Q9HD26; purified CAL PDZ, TMR-peptide fluorescence polarization, 1 h; AID 504414; inhibition, % at 20 µM; 330,000 compounds, 0.02% hits;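 active = highest replicate inhibition of at least 40%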;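 note: plate controls were DMSO neutral control wells for no effect and unlabeled competitor peptide control wells for full effect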
#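 Control set: unlabelled peptide and DMSO controls / Material: purified CerCALP PDZ construct / Timing: 1 h incubation at room temperature before polarization reading / Doses: 20 µM, one dose / Detection: fluorescence polarization (mP)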
# CAL PDZ FP-2: inhibitors of human CAL PDZ peptide binding; purified CAL PDZ, TMR-peptide fluorescence polarization, 1 h; inhibition, % at 24.9 µM; 300,000 compounds, 0.92% hits; AID 602252;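 active = mean inhibition of at least 30% with at least half of replicates also reaching 30%; inconclusive = no clear call, values can overlap the other calls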;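 note: 0% = DMSO neutral control and 100% = excess unlabeled competitor peptide PRC23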
# SR-BI uptake up: SR-BI HDL lipid transfer activation. CHO ldlA[mSR-BI] cells, DiI-HDL uptake fluorescence, 3 h; 100 = double the neutral-control signal. activation, % at 12.5 µM. 320,000 compounds, 0.096% hits;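 active = mean replicate activation of at least 60% and every replicate at or above 60%; inconclusive = mean or all-replicate condition met, but not both; inactive = mean below 60% and not all replicates reaching 60%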;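 note: 0% = median plate neutral-control signal and 100% = twice that signal; values of inactives mirror those of a sister screen read the other way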
#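 Material – SR-BI-overexpressing, LDLR-lacking CHO cells · Medium – BSA-supplemented, HEPES-buffered Ham's F12, pH 7.4 · Doses – single concentration · Times – compound with DiI-HDL co-incubation, 3 h at 37 °C · Measured by – bottom-read fluorescence, 550/595 nm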
# PKA-R2B activ: activates the human PKA-R2B holoenzyme complex. P22694+P31323. PKA-R2B holoenzyme dissociation, Cy5-IP20 fluorescence polarization; R2B truncated from residue 108, S112A mutant; 0% DMSO only, 100% 113 µM cGMP. activation, % at 11.4 µM. 340,000 compounds, 0.079% hits;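 active = activation above a cutoff set at the mean over all compounds plus 3 SD, cut at about 18% in these data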;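 note: higher means more holoenzyme dissociation and a rise in polarization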
# Target sequence (P31323 whole entry, looked up, other chains not shown, the tested form may be a part): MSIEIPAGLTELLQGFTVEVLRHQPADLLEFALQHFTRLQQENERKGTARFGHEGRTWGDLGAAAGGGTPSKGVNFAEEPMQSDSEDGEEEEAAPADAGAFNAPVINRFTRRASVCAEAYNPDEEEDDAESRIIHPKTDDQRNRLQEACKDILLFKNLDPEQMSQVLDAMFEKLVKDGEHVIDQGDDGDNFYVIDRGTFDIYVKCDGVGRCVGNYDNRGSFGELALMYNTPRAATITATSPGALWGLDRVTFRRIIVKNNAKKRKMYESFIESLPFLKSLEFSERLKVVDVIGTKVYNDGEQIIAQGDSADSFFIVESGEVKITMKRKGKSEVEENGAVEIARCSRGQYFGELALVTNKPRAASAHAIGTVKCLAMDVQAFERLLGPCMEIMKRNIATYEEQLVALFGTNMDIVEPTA
# RTF Ca sens inh: cardiac RTF calcium desensitization | P19429+P45379 | IANBD-labeled cardiac RTF, Ca2+ fluorescence | inhibition, % at 7.15 µM | 340,000 compounds, 0.12% hits | AID 493244;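 active = inhibition above the mean inhibition of all tested compounds plus 3 SD, cut at about 17% in these data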;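 note: assay run at fixed EC70 calcium of 1.6 mM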
# C-LANA FP: inhibitors of KSHV LANA C-terminal domain DNA binding. 340,000 compounds, 0.078% hits. AID 504423. inhibition, % at 9 µM. MBP-C-LANA/FAM-LBS DNA binding, fluorescence polarization;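 active = highest replicate inhibition at or above 60% at 9 µM, even if other replicates fall short; inactive = all replicates below 60% inhibition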;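 note: 0% = neutral control wells and 100% = 4 µM acridine orange control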
# cardiac RTF act: increases calcium sensitivity of human cardiac regulated thin filaments; 340,000 compounds, 0.24% hits; P19429+P45379; IANBD-labeled TnC RTF fluorescence at EC20 calcium; 0% EC20 calcium, 100% full calcium; AID 493008; activation, % at 7.2 µM;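 active = activation above the mean over all tested compounds plus 3 SD, cut at about 30% in these data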;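 note: rise in fluorescence read as greater calcium sensitivity of cardiac thin filaments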
# Keap1 Nrf2 FP: disrupts human Keap1 binding to Nrf2 peptide | 340,000 compounds, 0.15% hits | AID 504523 | Q14145 | inhibition, % at 9.4 µM | Keap1 Kelch-Nrf2 peptide fluorescence polarization, 1536-well; in the data active = inhibition above about 12%; inconclusive = no clear call, values can overlap the other calls; inactive = below about 7.3%;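 note: human Keap1 Kelch domain with fluorescein labeled Nrf2 9mer peptide probe; 0% = neutral control wells and 100% = peptide positive control; higher means more block of Keap1 binding to Nrf2 peptide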
# Rtt109 Vps75: blocks Candida albicans Rtt109/Vps75 acetyltransferase activity. Q5AAJ8. purified Rtt109/Vps75, ThioGlo CoA-SH fluorescence, 4 h. inhibition, % at 34.9 µM. 330,000 compounds, 0.16% hits;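 active = inhibition of at least 50% in every replicate; inconclusive = best replicate reaches 50% inhibition but some replicates fall short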
# Target sequence (Q5AAJ8 whole entry, looked up): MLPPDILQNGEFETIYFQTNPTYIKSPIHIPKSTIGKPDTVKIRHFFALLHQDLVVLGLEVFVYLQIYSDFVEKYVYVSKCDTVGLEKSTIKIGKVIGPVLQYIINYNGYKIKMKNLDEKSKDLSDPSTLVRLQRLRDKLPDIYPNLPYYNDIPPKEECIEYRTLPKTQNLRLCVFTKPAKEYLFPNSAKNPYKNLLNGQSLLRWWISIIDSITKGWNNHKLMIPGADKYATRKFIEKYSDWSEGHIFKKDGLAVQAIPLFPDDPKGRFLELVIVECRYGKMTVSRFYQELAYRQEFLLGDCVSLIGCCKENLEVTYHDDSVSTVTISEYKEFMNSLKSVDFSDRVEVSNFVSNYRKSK
# The depositor's hits bear a star; ? = inconclusive; / = no result given. Not a hit list. About 1.6% of those tested had a hit in this group.
SMILES,DAGLB inh,CAL PDZ FP-1,CAL PDZ FP-2,SR-BI uptake up,PKA-R2B activ,RTF Ca sens inh,C-LANA FP,cardiac RTF act,Keap1 Nrf2 FP,Rtt109 Vps75
CCCCCN(C(=O)CN1CCC(Cc2ccccc2)CC1)c1c(N)n(CCCC)c(=O)[nH]c1=O,0,0.1,/,-31,-10,-3,-0.8,12,-24,13
O=C(CSc1ccc2nnc(-c3cccc(F)c3)n2n1)NCc1ccco1,-1,-0.4,-3,-6,5,-7,0.3,2,-2,-2
CC(C)CN1C(=O)NC2(CCCc3ccccc32)C1=O (centres undefined),-1,-3.0,-8,-11,2,-5,0.6,2,1,-20
COc1cc2c3nnc(-c4ccc(F)cc4)c-3cn(Cc3ccccc3)c2cc1OC,-3,0.8,/,3,-9,-9,2.5,7,16*,-6
CC(=O)c1ccc(-n2c(CCC(=O)O)ccc2-c2cccs2)cc1,5,-0.4,-2,25,-5,-12,-1.2,5,-7,5
CC(C)Nc1ncnc2ccc(Br)cc12,-1,-1.3,-3,-1,-6,1,-1.9,1,-5,3
Cn1c(CN2CCOCC2)nnc1SCC(=O)Nc1ccc2c(c1)OCCO2,-1,/,-6,6,-21,-1,0.2,-4,-6,8
COc1ccc(Cl)cc1NC(=O)[C@@H]1CCCN1C(=O)c1cccs1,-1,-2.8,-2,6,2,5,2.0,1,4,1
Cn1cc(CCC(=O)NCc2ccc(Cl)cc2)c2ccccc21,-14,0.2,-5,-4,-8,-2,0.5,1,-4,2
O=C(NCc1cccc(CNC(=O)C(=O)NCc2ccco2)c1)C(=O)NCc1ccco1,1,-2.4,-2,20,-7,-10,-0.3,-9,-7,/
Cc1nc(SCC(=O)N2CCN(C(=O)c3cccs3)CC2)c2c(C)c(C)sc2n1,1,-1.2,0,3,-1,0,-1.0,3,-2,-6
Cc1nn(CCCC(=O)Nc2nccs2)c(C)c1[N+](=O)[O-],-1,-2.2,3,29,-4,-5,-0.8,3,3,2
CCc1noc(C)c1C(=O)Nc1cccc(S(=O)(=O)N2CCCCCC2)c1,-2,-1.5,-4,-35,0,-1,1.7,5,-2,7
CCC(=O)NC(=S)NNC(=O)c1ccc(NC(=O)c2ccccc2)cc1,0,0.5,/,-24,9,1,-1.3,-1,-5,-8
Cn1c(=O)c2c(-c3ccccc3)n(CCCN3CCOCC3)cc2n(C)c1=O,1,/,-3,30,-15,3,-2.6,-14,-2,10
OC(c1nc2ccccc2[nH]1)C(O)c1nc2ccccc2[nH]1 (centres undefined),2,11,-4,3,0,-2,-0.6,0,-1,-4
COC(=O)c1cc(S(=O)(=O)N2CCCC(C)C2)c[nH]1 (centres undefined),3,-0.5,78*,-2,-9,2,-0.6,-3,0,-1
COc1ccc(S(=O)(=O)NCCN2CCOCC2)c(C)c1C,-2,-0.3,-1,37,-5,-5,0.5,1,1,-9
COCc1nnc(NC(=O)CSc2ccc(C)cc2)s1,0,-2.7,-3,8,4,6,2.8,0,-2,1
O=C(NC(=S)Nc1cccc2cccnc12)c1cccs1,-5,-0.6,8,3,1,8,-0.7,-3,5,-5
O=C(Nc1cccc(-c2nc3ncccc3o2)c1)c1ccco1,-2,-3.7,-8,?,9,-9,-1.6,8,-6,4
Cc1c(C(=O)N2CCN(c3ccc(F)cc3)CC2)sc2ncnc(N3CCN(c4ccccn4)CC3)c12,1,-0.2,-2,-25,-3,-17,0.2,1,2,-11
COc1ccc(CN(CC2CCCO2)C(=O)c2cc3sccc3n2C)c(OC)c1 (centres undefined),-1,-0.4,-6,5,-3,-2,0.8,-4,0,16
COc1ccccc1C(=O)COC(=O)Cn1c(C)csc1=O,2,-2.3,1,15,-15,4,-0.4,2,-5,-1
Cc1cc([N+](=O)[O-])ccc1NC(=O)c1cccc(NC(=O)C(C)C)c1,1,-2.0,-2,-10,-7,-14,-0.4,4,1,/
Cc1ccc(C(=O)N2CCN(C(=O)CN3CCOCC3)C2)cc1,0,-0.1,/,25,-6,-4,-0.4,9,-3,1
Cc1ccc(C(=O)NC(C)c2ccc(C)c(C)c2)s1 (centres undefined),-8,-0.1,-1,/,-1,-9,0.7,13,-3,-17
COc1ccc(NC(=O)CSc2nnc(Cc3cccs3)n2-c2ccc(C)cc2)cc1,0,-2.9,/,-19,-9,-5,-1.8,-6,0,20
CC(=O)c1cccc(NC(=O)CN2CCc3cc4c(cc3C2C)OCCCO4)c1 (centres undefined),-2,-0.4,-4,-43,-8,-9,-0.2,3,3,11
COc1ccc2ccc3ccc(OC)c(OC(C)=O)c3c2c1,-2,-0.1,-7,-15,-4,-7,-0.2,-4,-1,-7
N/C(CSc1nc(-c2ccccc2)c(-c2ccccc2)o1)=N\O,-2,-1.1,-1,-11,-15,2,-2.9,7,2,12
O=C(Nc1ccc([N+](=O)[O-])cc1)Nn1cnnc1,-2,0.0,/,30,-3,1,0.0,-4,-3,-1
Cc1cc(C)c(NC(=O)C2CCCO2)c(C)c1 (centres undefined),0,0.4,-7,8,4,2,-2.0,3,2,-5
Cc1ccc(S(=O)(=O)NNC(=S)Nc2c(Cl)cccc2Cl)cc1,4,-0.4,-4,17,1,-8,0.1,0,2,13
Cc1ccc(NS(=O)(=O)c2ccc3c(c2)NC(=O)CO3)cc1Cl,3,-2.1,4,5,-8,1,-1.5,-4,-4,7
CC(=O)Nc1ccc(N(C(=O)c2cnccn2)C(C(=O)NC2CCCCC2)c2ccc(F)cc2)cc1 (centres undefined),1,-2.2,-3,16,-2,6,-1.0,0,1,0
COc1ccc(/C=N/NC(=O)c2c(C)nc3ccccn23)cc1[N+](=O)[O-],1,-0.3,0,-35,-2,-1,-1.7,6,-6,0
O=C1c2ccc(Br)cc2C(=O)N1c1ccc(Cl)cn1,-1,-0.8,-2,7,-6,-2,2.5,-1,-5,2
COc1ccc(C)cc1NC(=O)CN1C(=O)CSc2ccc(S(=O)(=O)N3CCCC3)cc21,1,-1.0,5,12,7,1,-1.1,0,-7,13
O=C(NC(=S)Nc1ccc2c(c1)OCCO2)c1cccc2ccccc12,-16,-1.0,-1,11,1,-2,4.1,-2,1,2

# 4 compounds from above, limited to cardiac RTF act and RTF Ca sens inh.
mol	cardiac RTF act	RTF Ca sens inh
COc1ccc(/C=N/NC(=O)c2c(C)nc3ccccn23)cc1[N+](=O)[O-]	6	-1
O=C1c2ccc(Br)cc2C(=O)N1c1ccc(Cl)cn1	-1	-2
COc1ccc(C)cc1NC(=O)CN1C(=O)CSc2ccc(S(=O)(=O)N3CCCC3)cc21	0	1
O=C(NC(=S)Nc1ccc2c(c1)OCCO2)c1cccc2ccccc12	-2	-2

# Profiles from above. Order of screens: DAGLB inh | CAL PDZ FP-1 | CAL PDZ FP-2 | SR-BI uptake up | PKA-R2B activ | RTF Ca sens inh | C-LANA FP | cardiac RTF act | Keap1 Nrf2 FP | Rtt109 Vps75
# `O=C1c2ccc(Br)cc2C(=O)N1c1ccc(Cl)cn1` is listed with -1 | -0.8 | -2 | 7 | -6 | -2 | 2.5 | -1 | -5 | 2
# `O=C(Nc1ccc([N+](=O)[O-])cc1)Nn1cnnc1` is listed with -2 | 0.0 | / | 30 | -3 | 1 | 0.0 | -4 | -3 | -1

# (continued)
SMILES,DAGLB inh,CAL PDZ FP-1,CAL PDZ FP-2,SR-BI uptake up,PKA-R2B activ,RTF Ca sens inh,C-LANA FP,cardiac RTF act,Keap1 Nrf2 FP,Rtt109 Vps75
CNCC(=O)O,2,-0.6,-3,7,7,-10,-0.7,6,3,-24
Cc1cccc(C(=O)OCC(=O)c2ccc3c(c2)OCCO3)c1O,-8,-0.1,-5,-4,8,-13,0.4,-3,1,-4
Cc1csc(N/N=C/c2c(F)cccc2Cl)n1,-2,-1.1,-4,-10,0,-8,-1.1,2,-3,3
CCCOP(=O)(c1ccc(N(C)C)cc1)C(O)c1ccc(Br)cc1 (centres undefined),3,-0.5,-7,2,-4,-5,-1.0,-4,2,-1
COc1ccc(-n2c(=O)cc(N3CCN(c4ccccc4F)CC3)[nH]c2=O)cc1,-1,/,-4,6,-1,2,1.5,-1,-2,-3
O=C(COc1cc(Cl)ccc1Cl)Nc1nnc(CC(=O)N2CCOCC2)s1,1,/,-1,-12,6,1,1.1,-1,0,6
CCOC(=O)c1[nH]c2ccccc2c1NC(=O)c1ccc(S(=O)(=O)N2CCCC2)cc1,3,-0.4,/,-38,-1,-6,-1.5,-2,-1,1
CCn1c(SCC(=O)N2CCC(C)CC2)nnc1-c1ccc(S(=O)(=O)N2CCN(C)CC2)cc1,-2,-1.8,0,23,-1,-9,0.0,3,2,/
O=C1CCC(C(=O)Nc2ccccc2N2CCCC2)=NN1,2,-2.1,6,-7,0,-5,-0.1,-13,-2,0
Cc1c(NC(=O)c2c(F)c(F)c(F)c(F)c2F)c(=O)n(-c2ccccc2)n1C,-1,0.3,1,37,-17,-2,1.1,-3,-1,-22
COc1ccc(NC(=O)CN(C)C(=O)c2cn(-c3ccccc3)nc2-c2cccnc2)cc1,-1,-1.9,-4,2,-8,-11,-1.2,1,-7,1
O=C(CN(C(=O)c1csnn1)c1cccc2c1CCCC2)NCc1ccc(F)cc1,0,-2.2,-5,-46,3,-5,1.2,2,1,8
O=C(O)c1[nH]c2ccccc2c1CC(=O)N1CCN(c2ccccc2)CC1,1,-0.3,-1,13,5,-4,1.5,11,1,4
CCOc1ccc(-c2cccc(NC(=O)COc3ccccc3)c2)nn1,-4,-4.2,-1,13,9,-11,-0.5,1,6,-2
CCOc1ccc2oc(C(=O)N(CCOC)c3c(N)n(CC(C)C)c(=O)[nH]c3=O)c(C)c2c1,0,-1.3,0,8,2,-11,-1.3,-2,1,-6
